Screening results deposited in PubChem by Southern Research Specialized Biocontainment Screening Center.
VEEV TC-83 Vero: inhibitors of VEEV TC-83 cytopathic effect, confirmation, Vero cells (AID 588727); Vero cells, VEEV TC-83 cytopathic effect inhibition; higher % means a stronger effect; inhibition, % at 20 µM, or IC50 in µM where a hit was titrated; 350,000 tested, 0.13% active; in the data active = a potency from the dose series; inconclusive = inhibition mostly from about 14% at the one dose, without a potency; inactive = the rest, 99 in 100 with inhibition below about 12%; also: strong numbers were not always called active
M. tuberculosis: growth inhibition of non-replicating M. tuberculosis (AID 488890) | 320,000 tested, 0.39% active | Mycobacterium tuberculosis non-replicating, growth inhibition; higher % means a stronger effect | inhibition, % at 25 µM, or IC50 in µM where a hit was titrated; in the data active = a potency from the dose series; inconclusive = inhibition mostly from about 82% at the one dose, without a potency; inactive = the rest, 99 in 100 with inhibition below about 76%;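 also: plate controls were DMSO cells for no effect and high antibiotic wells for full effect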
PhoP GFP inhibition: PhoP regulon inhibitors, Salmonella typhi PhoP promoter GFP reporter, confirmatory (AID 1850); Salmonella Typhi PhoP-promoter GFP reporter, fluorescence, 4 h; higher % means a stronger effect; one-dose inhibition, % at 50 µM; IC50 in µM for titrated hits; 310,000 tested, 0.33% active; in the data active = a potency from the dose series; inconclusive = inhibition mostly from about 25% at the one dose, without a potency; inactive = the rest, 99 in 100 with inhibition below about 19%;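 also: 0% = induced wells with vehicle and 100% = uninduced wells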
H37Rv inhibition: M. tuberculosis growth inhibition, HTS (AID 449762); 330,000 tested, 0.59% active; one-dose inhibition, % at 25 µM; IC50 in µM for titrated hits; M. tuberculosis H37Rv growth inhibition, 7H9 media; higher % means a stronger effect; in the data active = a potency from the dose series; inconclusive = inhibition above about 70% without an active follow-up result;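 also: bacterial growth assessed after seven days of incubation; strong numbers were not always called active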
H1N1 NS1A inhibition: H1N1 influenza NS1A inhibitors, functional cell based assay (AID 504329). NS1A functional cell-based assay, percent inhibition; higher % means a stronger effect. inhibition, % at 12.5 µM, or IC50 in µM where a hit was titrated. 340,000 tested, 0.3% active; in the data active = a potency from the dose series; inconclusive = inhibition above about 27% without an active follow-up result; also: strong numbers were not always called active
VEEV TC-83 Vero 10K pilot screen: second read-out of VEEV TC-83 Vero, no call of its own (marks repeat the call); inhibition, %; measured here: 10K pilot screen inhibition
* hit, by the source's call; i = inactive; ? = inconclusive; . = no result given. Compounds were not picked by outcome; about 1.6% have a hit in one of these screens.

SMILES | VEEV TC-83 Vero | M. tuberculosis | PhoP GFP inhibition | H37Rv inhibition | H1N1 NS1A inhibition | others
CCCc1cc(=O)oc2c(C)c(OCC(=O)Nc3ccccn3)ccc12 | 2.9% | -2% | -1% | 0% | -10%
N=C1S/C(=C\c2ccc(-c3cccc(Cl)c3)o2)C(=O)N1c1nccs1 | 22% | ? | -4% | ? | -2%
OCC[C@@H]1C[C@@H](O)[C@H](O)[C@@]2(Cc3ccccc3O2)O1 | 1.6% | -5% | -5% | -10% | -7% | VEEV TC-83 Vero 10K pilot screen=1.5
COc1ccc(CN2C3CCCC2CC(NC(=O)Nc2ccccc2)C3)cc1 (centres undefined) | 6.9% | 11% | -1% | -7% | 7%
CC(C)c1ccccc1NC(=O)CCCC(=O)O | 1.1% | -9% | -13% | -7% | 1%
CCN(CC(=O)NC(C)(C)C)C(=O)COc1c(Cl)cc(Cl)c2ccc(C)nc12 | i | ? | 41µM* | ? | -8%
S=C(NCCc1c[nH]c2ccccc12)NC1CCCCC1 | i | 15% | -7% | -4% | 11% | VEEV TC-83 Vero 10K pilot screen=0.3
O=C(NNc1ncnc2c1cnn2-c1ccccc1)c1ccco1 | 1.6% | -7% | 8% | 0% | -6%
Cc1ccc(NS(=O)(=O)c2cc(C(=O)N3CCN(C)CC3)ccc2C)cc1C | i | -8% | 7% | -7% | 11% | VEEV TC-83 Vero 10K pilot screen=0.0
O=C(COc1ccc2ccccc2c1)N1CCN(C(=O)c2cccs2)CC1 | 9.1% | 8% | 13% | 1% | -17%
COc1ccc(-n2nc(C(=O)N3CCN(Cc4ccc5c(c4)OCO5)CC3)c3ccccc3c2=O)cc1 | 5.9% | 16% | 4% | 9% | 4%
Cc1nc(N)[nH]c(=O)c1Oc1cccc(C(F)(F)F)c1 | 3.2% | 0% | -12% | 3% | -14%
CCOc1ccc2[nH]c(=O)c(CN(Cc3ccco3)C(CC)c3nnnn3Cc3ccccc3)cc2c1 (centres undefined) | 11% | 56% | 0% | 51% | 1%
Cc1ccc(/C=N/n2c(-c3ccncc3)n[nH]c2=S)s1 | 2.9% | 18% | -20% | -1% | 0%
CCCCCn1c(=O)c(C(=O)NCc2ccccn2)c(O)c2ccccc21 | 6.9% | 49% | 5% | 3% | 5%
O=C(O)C#Cc1cccc2ccccc12 | 1.5% | 40% | 9% | 8% | 13%
O=C(Nc1ncc2c(n1)CC(c1cccc(Cl)c1)CC2=O)c1ccco1 (centres undefined) | 10% | 6% | -9% | -7% | 8%
CC(C)(C)C(=O)COC(=O)c1ccccc1O | 2.2% | 32% | 1% | -6% | 4% | VEEV TC-83 Vero 10K pilot screen=0.1
COc1ccc(CN2C(=O)CNC2=S)cc1 | 1.2% | 5% | 9% | -1% | 14%
CC(=O)Nc1ccc(NC(=O)C(C)n2c3ccccc3c3nc(=O)cc(C)n32)cc1 (centres undefined) | 0.9% | -12% | -3% | 0% | 2%
C/C(=N/N=C1\SCC(=O)N1c1ccccc1)c1ccc(C)cc1 | 1.0% | -9% | -6% | 3% | .
Cc1cccc(-c2nsc(SCC(=O)NCc3ccco3)n2)c1 | 2.1% | ? | -10% | 1% | -5%
Cc1ccc(Cc2cc(C)n[nH]c2=O)cc1 | i | 3% | -2% | -6% | .
O=C(Nc1ccccc1N1CCN(C(=O)c2ccc(Cl)cc2)CC1)c1cc2ccccc2o1 | i | 54% | 3% | 11% | 2% | VEEV TC-83 Vero 10K pilot screen=7.1
Cc1c(C)n(CCN(C)C)c2ccc(C(=O)OCCN(C)C)cc12 | 7.3% | 0% | -10% | -7% | -4%
CCC(=O)N(Cc1ccc(S(N)(=O)=O)cc1)C1CC(=O)N(c2ccc(OC)cc2)C1=O (centres undefined) | 1.4% | 1% | 4% | -12% | -5%
Cc1occc1-c1nnc(SCC(=O)Nc2ccc(F)cc2)n1Cc1ccccc1 | 9.3% | -11% | -3% | -3% | 6%
O=c1[nH]cnc(O)c1C(c1ccc(F)cc1)c1c(O)nc[nH]c1=O | 0.9% | 16% | -3% | 3% | -6%
C=CCn1c(O)c(C2=c3ccccc3=NC2=O)sc1=Nc1ccc(O)cc1 | 9.4% | . | . | -4% | 25%
COc1ccc(CCNC(=O)c2cc(S(=O)(=O)N3CCOCC3)ccc2F)cc1 | 5.1% | 5% | . | -7% | 0%
CCN(c1ccccc1)S(=O)(=O)c1cc(NC(=O)C2CC2)ccc1Cl | 8.6% | 8% | . | -5% | -3%
N#CC1=C(N)N(c2ccccc2)C(=O)C1 | 0.1% | -3% | 0% | -6% | -8%
Cc1[nH]c2ccccc2c1C(=O)COC(=O)C1CCC1 | 2.4% | 48% | 10% | 2% | -1%
O=C(NCc1ccccc1Cl)C1CCN(C(=O)c2ccco2)CC1 | . | 0% | 3% | -9% | .
COc1ccc(C(=O)C2CCCN(C(=O)c3cccc(N(C)C)c3)C2)cc1OC (centres undefined) | 7.5% | 14% | -3% | -3% | -1%
CCOC(=O)C1=C(C)NC(SCC(=O)Nc2nc(C)cs2)=C(C#N)C1c1cccs1 (centres undefined) | . | 51% | 5% | 34µM* | .
COc1ccc(COC(=O)Oc2ccc(CNC(C)=O)cc2OC)c([N+](=O)[O-])c1 | 1.1% | 11% | 4% | -2% | -22%
CCCCNC(=O)c1cc2nc3c(c(C(F)(F)F)n2n1)CCc1ccccc1-3 | 1.4% | -10% | -15% | -16% | 2%
CC(C)(C)Nc1nc(OCC#N)nc(N2CCCCC2)n1 | 1.9% | 32% | -12% | 11% | 7%
COc1cccc(-c2nc(N3CCCCC3C)c3ccccc3n2)c1O (centres undefined) | 5.3% | 23% | -12% | 11% | -1%
Cn1nnc(NC(=O)C(c2ccccc2)c2ccccc2)n1 | i | 3% | -6% | 2% | -29%
COCCNC(=O)Cn1cc(/C=C2\C(=O)NC(=O)N(c3ccccc3F)C2=O)c2ccccc21 | 0.7% | -2% | -66% | 15% | -11%
COc1cc(OC)cc(-n2nc(C(=O)NCCCN3CCOCC3)c3ccccc3c2=O)c1 | 0.2% | -6% | -11% | 0% | 3%
COC(=O)C(Cc1ccccc1)NC(=O)C(CC(C)C)NC(=O)OC(C)(C)C (centres undefined) | i | 11% | -1% | -6% | 2%
CCOP(=O)(c1ccccc1)C1(C#N)CC1 (centres undefined) | 1.9% | 3% | 1% | -3% | -10%
O=P(c1ccccc1)(c1ccccc1)C(O)c1ccco1 (centres undefined) | 3.5% | 5% | -19% | -12% | 1%
COc1ccc(OC)c(-c2cc(C(=O)N3CCc4ccccc4C3)no2)c1 | i | 19% | -5% | -2% | 18%
Cc1[nH]nc2c1C(c1cn[nH]c1-c1ccc(F)cc1)C(C#N)=C(N)O2 (centres undefined) | 0.4% | 5% | -2% | 7% | -7%
O=C(Nc1cccc(Cl)c1N1CCOCC1)c1cccnc1Cl | 1.0% | 3% | 0% | -7% | -21%
CCOC(=O)N1CCN(CC(=O)n2c(C)c(C)c3ccccc32)CC1 | 0.9% | 10% | 2% | 6% | 0%
Cc1ccccc1C(=O)NCC(=O)NNC(=S)NC(=O)c1ccccc1 | 1.0% | -17% | -2% | 1% | -2%
O=C1CC(c2cccc(Br)c2)C2=C(CCCC2=O)N1 (centres undefined) | 1.4% | -5% | 6% | -5% | -4%
Cc1cccc(C(=O)NNC(=O)c2ccc3ccccc3c2)c1 | 1.4% | . | . | . | -19%
COc1ccc(CNC(=O)C2CCN(S(=O)(=O)c3cccc4nonc34)CC2)cc1 | 2.0% | -14% | 0% | -2% | -11%
CN(C)CCNc1oc(COc2ccc(Cl)cc2)nc1C#N | 0.9% | -5% | 9% | -21% | 15%
CCOc1ccc(CN2CCN(CCCn3cccn3)CC2CCO)cc1 (centres undefined) | 2.5% | 4% | -5% | 5% | -10%
NNC(=O)CCN1CCN(C(c2ccccc2)c2ccccc2)CC1 | i | 22% | 1% | 4% | -1%
O=C(Cc1ccccc1[N+](=O)[O-])NCCSCc1c(F)cccc1Cl | 2.6% | -10% | -9% | 4% | -18%
CC(C)C[C@@]12C(=O)N(c3cccc(Br)c3)C(=O)N1[C@H](c1ccc(Cl)cc1)[C@@H]1C(=O)N(C3CCCCC3)C(=O)[C@@H]12 | i | 32% | -7% | -11% | 2%
Cc1ccccc1OCc1nnc(SCC(=O)N2CCc3ccccc32)n1C | 0.3% | 0% | -3% | -7% | 6% | VEEV TC-83 Vero 10K pilot screen=1.8

More compounds
SMILES | VEEV TC-83 Vero | M. tuberculosis | PhoP GFP inhibition | H37Rv inhibition | H1N1 NS1A inhibition | others
O=C(CCNS(=O)(=O)c1ccc(Br)cc1)Nc1cccc(F)c1 | 4.7% | 8% | 5% | 2% | 9%
CN(C)CCCN=C(NO)c1ccc(Cl)cc1Cl | 0.3% | 0% | 8% | 1% | -11%
O=C(NNC(=O)c1csc(N2CCOCC2)n1)c1cccnc1 | 0.8% | -9% | 11% | -5% | 2%
c1ccc(OCc2nnnn2-c2ccccc2)cc1 | 0.8% | -6% | -13% | -5% | 1%
Cc1cc2n(n1)C(c1ccccc1)CC(c1ccc(Br)cc1)=N2 (centres undefined) | 3.2% | 23% | -5% | 5% | -7%
O=C(CCCN1C(=O)c2ccccc2C1=O)OC1CSCC1NC(=O)c1ccccc1 (centres undefined) | 1.1% | 1% | -8% | -2% | 2%
CSc1ccccc1NC(=O)c1cc(C)on1 | i | 2% | -2% | 0% | 9%
CCOc1cc(C2C(C(=O)c3ccco3)=C(O)C(=O)N2CC2CCCO2)ccc1O (centres undefined) | 1.4% | -54% | -1% | -10% | 1%
C(#Cc1ccccc1)CN1CCOCC1 | 0.4% | 9% | -3% | 0% | -5%
CCOC(=O)C1=C(CC)Nc2ccccc2N=C1NC(=O)c1oc2ccccc2c1C | 8.7% | 23% | -20% | 10% | 10%
COc1ccc(-c2c3c(=O)n(C)c(=O)n(C)c3cn2-c2ccccc2)cc1 | 8.8% | 40% | -9% | 14% | 10%
COc1ccc(CN(C(=O)c2snc(C(N)=O)c2N)C(C(=O)NC2CCCC2)c2ccc(OC)cc2)cc1 (centres undefined) | i | 38% | 10% | -3% | 7%
O=C(N/N=C/c1ccc(OC(=O)c2ccccc2Cl)cc1)c1ccccn1 | 1.9% | ? | -8% | ? | -9%
CCN(CC(=O)Nc1ccccc1C(=O)Nc1ccccc1)Cc1nc2ccccc2c(=O)[nH]1 | 0.7% | 34% | 15% | -2% | -9%

Some of these compounds in order of number of heavy atoms, falling.
SMILES | VEEV TC-83 Vero | M. tuberculosis | PhoP GFP inhibition | H37Rv inhibition | H1N1 NS1A inhibition | others
COc1ccc(CN(C(=O)c2snc(C(N)=O)c2N)C(C(=O)NC2CCCC2)c2ccc(OC)cc2)cc1 (centres undefined) | i | 38% | 10% | -3% | 7%
CCOc1ccc2[nH]c(=O)c(CN(Cc3ccco3)C(CC)c3nnnn3Cc3ccccc3)cc2c1 (centres undefined) | 11% | 56% | 0% | 51% | 1%
CCN(CC(=O)Nc1ccccc1C(=O)Nc1ccccc1)Cc1nc2ccccc2c(=O)[nH]1 | 0.7% | 34% | 15% | -2% | -9%
CCOc1cc(C2C(C(=O)c3ccco3)=C(O)C(=O)N2CC2CCCO2)ccc1O (centres undefined) | 1.4% | -54% | -1% | -10% | 1%
COc1ccc(COC(=O)Oc2ccc(CNC(C)=O)cc2OC)c([N+](=O)[O-])c1 | 1.1% | 11% | 4% | -2% | -22%
CCOc1ccc(CN2CCN(CCCn3cccn3)CC2CCO)cc1 (centres undefined) | 2.5% | 4% | -5% | 5% | -10%
CCN(c1ccccc1)S(=O)(=O)c1cc(NC(=O)C2CC2)ccc1Cl | 8.6% | 8% | . | -5% | -3%
O=C(NNc1ncnc2c1cnn2-c1ccccc1)c1ccco1 | 1.6% | -7% | 8% | 0% | -6%
Cc1cc2n(n1)C(c1ccccc1)CC(c1ccc(Br)cc1)=N2 (centres undefined) | 3.2% | 23% | -5% | 5% | -7%
CN(C)CCNc1oc(COc2ccc(Cl)cc2)nc1C#N | 0.9% | -5% | 9% | -21% | 15%
Cc1[nH]c2ccccc2c1C(=O)COC(=O)C1CCC1 | 2.4% | 48% | 10% | 2% | -1%
OCC[C@@H]1C[C@@H](O)[C@H](O)[C@@]2(Cc3ccccc3O2)O1 | 1.6% | -5% | -5% | -10% | -7% | VEEV TC-83 Vero 10K pilot screen=1.5
CC(C)(C)C(=O)COC(=O)c1ccccc1O | 2.2% | 32% | 1% | -6% | 4% | VEEV TC-83 Vero 10K pilot screen=0.1
N#CC1=C(N)N(c2ccccc2)C(=O)C1 | 0.1% | -3% | 0% | -6% | -8%
